Compound activity from PubChem BioAssay.
D2 ag = activates the human D2 dopamine receptor; P14416; HEK293 T-REx D2 cells, calcium flux agonist mode; activation, % at 2 µM; hit rate 0.53% among 340,000;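 active means activation over 3 SD above normal in the single-dose calcium agonist read, cut at about 30% in these data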; further: 0% is about no effect
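In this primary screen, compounds producing a positive calcium signal within 180 s of addition to tetracycline-induced, force-coupled HEK293 Trex D2 cells are flagged; cells are dye-loaded with a no-wash calcium kit beforehand.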
TRHR PAM = allosteric enhancers of human TRH receptor. P34981. TRHR cells, fluo-8 calcium fluorescence, EC20 TRH enhancement. enhancement, % at 2 µM. hit rate 0.66% among 360,000. AID 493056; in the data active means enhancement above about 30%; further: 0% is about no effect
Target sequence (P34981 whole entry, looked up): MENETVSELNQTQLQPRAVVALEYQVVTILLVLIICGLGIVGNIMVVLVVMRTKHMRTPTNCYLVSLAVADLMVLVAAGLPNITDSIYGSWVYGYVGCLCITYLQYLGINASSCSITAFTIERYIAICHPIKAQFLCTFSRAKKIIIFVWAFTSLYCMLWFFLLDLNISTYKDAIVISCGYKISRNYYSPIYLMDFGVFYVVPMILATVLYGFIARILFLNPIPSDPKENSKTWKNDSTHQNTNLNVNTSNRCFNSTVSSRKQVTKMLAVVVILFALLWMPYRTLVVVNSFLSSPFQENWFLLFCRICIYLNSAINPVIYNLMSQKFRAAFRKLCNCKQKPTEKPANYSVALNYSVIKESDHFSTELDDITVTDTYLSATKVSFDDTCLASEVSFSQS
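TRHR-expressing cells loaded with fluo-8 calcium dye were read kinetically (ex 480/em 530) during compound addition, then stimulated with an EC20 of TRH (10 nM final). Enhancement of the Gq-mediated intracellular calcium response was scored.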
Pin1 inhibitor = blocks the human prolyl isomerase Pin1 | hit rate 0.009% among 390,000 | Potency, µM (highest dose often 115 µM), for inactives: at the top dose activity, negative = inhibition, hits mostly inhibitors | AID 504891 | Q13526 | Pin1 FP peptide displacement, HiFluor488, 10 min; active means well fitted inhibition curve with a large enough effect in the polarisation, with a control signal flat, not every such curve was filed as active; inconclusive means small, poorly fitted or top-dose-only effect, or effect the other way, or a change in a side signal; inactive means no such curve, though single readings can be large or run the other way; the % refers to the polarisation; further: potency means the concentration at half of the fitted maximal effect; on the % scale 0 is the no-effect control and ±100 the full control effect
Target sequence (Q13526 whole entry, looked up): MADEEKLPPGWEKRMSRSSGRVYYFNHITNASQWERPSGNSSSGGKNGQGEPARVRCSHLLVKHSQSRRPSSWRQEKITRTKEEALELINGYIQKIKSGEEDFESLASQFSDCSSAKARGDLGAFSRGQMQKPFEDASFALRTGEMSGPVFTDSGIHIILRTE
USP1 inh = USP1/UAF1 (human) deubiquitinase inhibition; O94782; recombinant USP1/UAF1, Ub-Rhodamine cleavage fluorescence; Potency, µM (doses to about 57.1 µM), for the others: at the top dose activity change, negative = inhibition, hits mostly inhibitors; hit rate 0.23% among 390,000; AID 743255; further: potency means the concentration at half of the fitted maximal effect; on the % scale 0 is the no-effect control and ±100 the full control effect; nearly all actives have a fitted effect of over 60% in size; inactives centre near -12
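High-throughput fluorogenic screen: 1nM USP1/UAF1 complex, Ub-Rho substrate 150nM final, 50mM HEPES pH 7.8 with 0.5mM EDTA, 0.1 mg/ml BSA, 1mM TCEP and 0.01% Tween-20.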
TRHR agonist = TRH receptor (human) agonism. TRHR cells, calcium flux fluo-8, FDSS agonist mode. activation, % at 2 µM. hit rate 0.18% among 360,000. AID 493084; in the data active means activation above about 30%; further: 0% is about no effect
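TRHR-expressing cells, plated overnight in medium with 10% serum, were loaded with fluo-8 calcium dye at room temperature. After a 10 s baseline, library compound was pin-added and calcium release was recorded kinetically (ex 480/em 530) as agonist response.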
mIDH1 inhibitor = human IDH1 R132H inhibition; IDH1-R132H enzyme, NADPH consumption, diaphorase/resazurin fluorescence; O75874; hit rate 0.093% among 390,000; Potency, µM (doses to about 76.6 µM), without a hit: top-dose activity change, negative = inhibition, actives largely listed as inhibitors; AID 602179; further: potency means the concentration at half of the fitted maximal effect; on the % scale 0 is the no-effect control and ±100 the full control effect; nearly all actives have a fitted effect of over 65% in size
Target sequence (O75874 whole entry R132H, stated change not applied): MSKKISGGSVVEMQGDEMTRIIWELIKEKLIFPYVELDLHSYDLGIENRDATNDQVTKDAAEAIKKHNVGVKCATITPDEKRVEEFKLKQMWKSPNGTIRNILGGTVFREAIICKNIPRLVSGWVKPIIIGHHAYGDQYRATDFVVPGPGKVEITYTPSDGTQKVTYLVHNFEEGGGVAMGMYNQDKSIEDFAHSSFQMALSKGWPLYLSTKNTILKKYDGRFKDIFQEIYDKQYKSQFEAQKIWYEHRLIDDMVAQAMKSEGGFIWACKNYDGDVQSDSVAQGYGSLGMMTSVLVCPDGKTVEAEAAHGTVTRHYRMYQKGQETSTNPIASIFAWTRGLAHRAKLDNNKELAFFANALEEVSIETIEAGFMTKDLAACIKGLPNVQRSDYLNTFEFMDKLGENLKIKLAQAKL
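IDH1-R132H (0.5 ug/mL dispensed) in pH 7.5 Tris buffer was preincubated 30 min with compound, then given a substrate mix of 0.016 mM NADPH and 2 mM alpha-KG for 80 min at room temperature; remaining NADPH was read by diaphorase/resazurin fluorescence.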
TrxR1 inh = rat TrxR1 inhibition | O89049 | recombinant rTrxR1, NADPH fluorescence consumption, selenite substrate | Potency, µM (top dose mostly 114 µM), without a hit: top-dose activity change, negative = inhibition, actives largely listed as inhibitors | hit rate 1% among 390,000; further: potency means the concentration at half of the fitted maximal effect; on the % scale 0 is the no-effect control and ±100 the full control effect; nearly all actives have a fitted effect of over 65% in size
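Rat TrxR1 (90 nM in the dispensed reagent) was pre-reduced with 400 uM NADPH for 5 min at room temperature, then incubated with compound for 15 min. After 400 uM selenite was added, NADPH fluorescence (Ex 340/Em 450 nm) was followed for 8 min.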
TrxR1 substrate = is turned over as a substrate by rat TrxR1; O89049; purified TrxR1 substrate turnover, NADPH consumption readout; Potency, µM (doses to about 114 µM), without a hit: at the top dose activity change, negative = substrate turnover; hit rate 0.01% among 390,000; further: potency means the concentration at half of the fitted maximal effect; on the % scale 0 is the no-effect control and ±100 the full control effect; nearly all actives have a fitted effect of over 50% in size
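Rat TrxR1, dispensed at 90 nM, was prereduced with 400 uM NADPH (final) for 5 min at ~22 deg C, then incubated with compound 15 min before 400 uM selenite. A first-read NADPH fluorescence drop versus no-compound background flagged substrates.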
D2 antag = D2 dopamine receptor (human) antagonism | inhibition, % at 10 µM | AID 485344 | hit rate 2% among 340,000 | P14416 | HEK293 TREx D2 cells, calcium flux, dopamine EC80; in the data active means inhibition above about 30%; further: 0% is about no effect
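Calcium flux kinetic readout in an inducible HEK293 TREx D2 line plated overnight at 30 C. After 180 s compound exposure, an EC80 dopamine challenge follows with another 180 s kinetic read to detect antagonism.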
An asterisk follows results filed as active; u = inconclusive; x = no result given; [ ] = another dose, or the depositor's remark. Unless noted, the call rests on the fitted dose curve; in most records, active means well fitted inhibition curve with a large enough effect; inconclusive means small, poorly fitted or top-dose-only effect; inactive means no such curve, though single readings can be large or run the other way.

item	smiles	D2 ag	TRHR PAM	Pin1 inhibitor	USP1 inh	TRHR agonist	mIDH1 inhibitor	TrxR1 inh	TrxR1 substrate	D2 antag
1	O=C(c1cnn2c(C(F)(F)F)cc(-c3ccc(Br)cc3)nc12)N1CCOCC1	x	2	-1%	-10%	-0.2	2%	4%	0%	x
2	COc1ccc(N(CC(=O)N/N=C/c2ccco2)S(=O)(=O)c2ccccc2)cc1Cl	0.6	-3	24%	-19%	-0.2	7%	10%	-4%	10
3	CCNCCNc1ccc(Cl)cc1[N+](=O)[O-]	x	x	-9%	-5%	x	2%	-22%	-9%	x
4	CCCCC(=O)Nc1nnnn1CCC	0.4	3	4%	-4%	0.4	6%	8%[57.1 µM]	7%	11
5	Cc1oc(-c2ccccc2F)nc1CSc1nnc(C)n2c1cc1occc12	-1.0	-1	-3%	-3%	0.5	15%	-11%	3%	x
6	Cc1cccc2cc(CN(Cc3ccco3)C(=O)c3cccs3)c(=O)[nH]c12	5.0	-3	4%	-8%	11	1%	0%	0%	5
7	CC(=O)c1c(C)[nH]c(C(=O)OCc2csc(CC(=O)Nc3ccccc3C)n2)c1C	x	x	9%	-11%	x	-3%	27%	0%	x
8	O=C1CSC(c2cccc([N+](=O)[O-])c2)N1c1ccccc1F (centres undefined)	0.0	-10	-3%	-13%	-0.7	6%	1%[57.1 µM]	-12%	-19
9	Cc1cc(=O)[nH]c2nnc(SCc3cccc(F)c3)n12	-0.6	8	-16%	-14%	0.0	0%	8%[57.1 µM]	-3%[57.1 µM]	x
10	COCCn1c(C)cc(C(=O)CN2CCCCC2)c1C	1.5	-1	-1%	-11%	-1.1	-3%	u	-10%	-1
11	O=C(NCCN1CCCC1)C(c1ccccc1)c1ccccc1	0.9	18	9%	2%	0.6	1%	-10%	-9%	14
12	Cc1[nH]c(=O)[nH]c1C(=O)CCCCC(=O)O	0.7	-1	0%	-10%	0.6	3%	-8%	-6%	18
13	CCN(CC)CCn1c(NCc2ccc(OC)cc2)nc2ccccc21	-0.1	-9	-14%	-3%	0.0	6%	-10%	-3%	75*
14	Nc1cc(=O)[nH]c(SCC(=O)N2CCCc3ccccc32)n1	0.8	-5	-4%	-15%	0.7	-1%	14%	1%	8
15	COc1ccc(NC(=O)CCC(=O)Nc2ccc3nc(N4CCOCC4)cc(C)c3c2)c(OC)c1	-0.4	-4	-6%	4%	-0.8	-8%	58%[activator]	58%[activator]	16

Among those listed so far, 3 have an aryl thioether with sulfur outside any ring:
item	smiles	D2 ag	TRHR PAM	Pin1 inhibitor	USP1 inh	TRHR agonist	mIDH1 inhibitor	TrxR1 inh	TrxR1 substrate	D2 antag
5	Cc1oc(-c2ccccc2F)nc1CSc1nnc(C)n2c1cc1occc12	-1.0	-1	-3%	-3%	0.5	15%	-11%	3%	x
9	Cc1cc(=O)[nH]c2nnc(SCc3cccc(F)c3)n12	-0.6	8	-16%	-14%	0.0	0%	8%[57.1 µM]	-3%[57.1 µM]	x
14	Nc1cc(=O)[nH]c(SCC(=O)N2CCCc3ccccc32)n1	0.8	-5	-4%	-15%	0.7	-1%	14%	1%	8

(continued)
item	smiles	D2 ag	TRHR PAM	Pin1 inhibitor	USP1 inh	TRHR agonist	mIDH1 inhibitor	TrxR1 inh	TrxR1 substrate	D2 antag
16	CN(C)/C=C1\C(=O)NN=C1c1ccccc1	1.0	-1	3%	-18%	0.0	11%	-6%	-4%	-10
17	Cc1ccccc1N1C(=O)CSC1=C(C#N)C#N	3.3	-9	36%[activator]	-7%	2.9	-12%	5%[57.1 µM]	2%[57.1 µM]	-3
18	COc1ccc(-c2cc(OC)c3ccccc3n2)cc1	-1.2	6	-1%	-20%	-1.4	1%	19%	45%[activator]	3
19	CC1CCN(CCNC(=O)C2CCCN(c3ncnc4c3nc3n4CCCCC3)C2)CC1 (centres undefined)	1.8	6	1%	-28%	0.2	-3%	29%	6%	-4
20	COc1ccc(C(=O)OC(C)C(=O)NC2CCCC2)cc1S(=O)(=O)N1CCOCC1 (centres undefined)	-0.1	2	-1%	-17%	0.1	6%	6%	0%	-6
21	CC(=O)NC(c1ccc(C(C)C)cc1)c1ccc2cccnc2c1O (centres undefined)	0.0	17	1%	-17%	0.8	-11%	10%	-5%	-4
22	CCCn1nc(C(=O)Nc2cccc(S(=O)(=O)N(C)c3ccccc3)c2)c2ccccc2c1=O	x	x	21%	-7%	x	-5%	26%	3%	x
23	O=C(Nc1ccncc1)c1ccc(Cl)c(S(=O)(=O)N2CCc3ccccc32)c1	0.0	-1	17%	-6%	0.5	-2%	-4%[57.1 µM]	-5%[57.1 µM]	11
24	Nc1nc(O)c(CC(=O)O)s1	-0.2	-2	0%	-19%	0.6	3%	13%	-1%	4
25	Cc1ccc(-c2nc3ncccc3o2)cc1NC(=O)c1sc2ccccc2c1Cl	0.5	7	3%	-5%	0.2	-1%	13%	11%	-8
26	O=C(CCN1C(=O)C2C3C=CC(C3)C2C1=O)Nc1ccc2ncccc2c1 (centres undefined)	-2.2	23	0%	-9%	0.3	3%	17%	21%	-21
27	Cc1ccc(C(=O)c2cn(Cc3c(F)cccc3Cl)c3nc(C)ccc3c2=O)cc1	0.1	-5	-1%	-22%	-1.2	-25%	5%	-11%	x
28	CN(C)C(=O)c1ccc(NC(=O)COc2cccc3c2OC(C)(C)C3)cc1	-0.8	0	-6%	2%	0.0	2%	-9%	-4%	-9
29	COc1cc(-c2nc3ccccn3c2NCc2ccccc2)ccc1SC1CCCCC1	0.8	5	-1%	-35%	0.0	-7%	-6%[57.1 µM]	68%[activator][57.1 µM]	2
30	CN(Cc1cccs1)C(=O)c1cc(S(=O)(=O)N2CCOCC2)ccc1N1CCCC1	x	0	6%	-15%	0.2	-9%	-20%	0%	x

Five entries picked at random from those above:
item	smiles	D2 ag	TRHR PAM	Pin1 inhibitor	USP1 inh	TRHR agonist	mIDH1 inhibitor	TrxR1 inh	TrxR1 substrate	D2 antag
17	Cc1ccccc1N1C(=O)CSC1=C(C#N)C#N	3.3	-9	36%[activator]	-7%	2.9	-12%	5%[57.1 µM]	2%[57.1 µM]	-3
23	O=C(Nc1ccncc1)c1ccc(Cl)c(S(=O)(=O)N2CCc3ccccc32)c1	0.0	-1	17%	-6%	0.5	-2%	-4%[57.1 µM]	-5%[57.1 µM]	11
28	CN(C)C(=O)c1ccc(NC(=O)COc2cccc3c2OC(C)(C)C3)cc1	-0.8	0	-6%	2%	0.0	2%	-9%	-4%	-9
18	COc1ccc(-c2cc(OC)c3ccccc3n2)cc1	-1.2	6	-1%	-20%	-1.4	1%	19%	45%[activator]	3
2	COc1ccc(N(CC(=O)N/N=C/c2ccco2)S(=O)(=O)c2ccccc2)cc1Cl	0.6	-3	24%	-19%	-0.2	7%	10%	-4%	10

Next section:
item	smiles	D2 ag	TRHR PAM	Pin1 inhibitor	USP1 inh	TRHR agonist	mIDH1 inhibitor	TrxR1 inh	TrxR1 substrate	D2 antag
31	CN(C)C(=O)c1ccc(-n2cccn2)nc1	-0.2	-1	-6%	-22%	0.3	6%	20%[57.1 µM]	5%[57.1 µM]	-4
32	CC(C)CC1CC(=O)OC1(C)C(=O)CSc1nc2ccccc2s1 (centres undefined)	0.5	-8	-2%	-7%	0.8	-1%	9%	-4%[57.1 µM]	-1
33	O=C(NCc1ccccc1)C1=C[C@@H](c2coc3ccccc3c2=O)C[C@@H](OCCCCO)O1	0.3	15	1%	-23%	-0.7	0%	10%	-2%	10
34	CN1CC(=O)N(CC(=O)N2N=C(c3ccc(Cl)cc3)CC2c2ccco2)C1=O (centres undefined)	-0.6	-1	4%	-18%	-1.1	6%	8%[57.1 µM]	1%	-11
35	COc1cccc(/C=c2/s/c(=C(\C#N)C(=O)N3CCOCC3)n(-c3ccccc3)c2=O)c1	0.7	-4	3%	-20%	0.6	7%	-5%	-1%	-3
36	COc1ccc([C@H]2CC(=O)C=C(c3ccc(C)c(F)c3)C2)cc1	-0.2	0	0%	-14%	4.2	0%	27%	3%	5
37	Cc1cccc(NC(=O)CNC(=O)CNC(=O)Cc2ccccc2)c1	0.9	-6	6%	-6%	0.8	-8%	7%	2%	14
38	Cc1cccc(N2CC(C)Cn3c2nc2c3c(=O)n(CC(=O)O)c(=O)n2C)c1 (centres undefined)	-1.3	8	-1%	-18%	-3.4	-9%	2%	-7%	x
39	CCOC(=O)N1CCC(NC(=O)C2CCN(C(=O)N3CC(C)Oc4ccccc43)CC2)CC1 (centres undefined)	0.5	-8	-2%	1%	-0.3	-2%	17%	6%	-7
40	COCCNC(=O)c1ccc(CS(=O)(=O)c2c(Cl)cccc2Cl)o1	-2.2	6	-5%	-14%	0.0	-6%	-1%[57.1 µM]	11%[57.1 µM]	-4

A portion of the library (hit frequency here may not be typical).
